Compound activity deposited in PubChem BioAssay by Broad Institute.
NSD2 HMT inh = NSD2 (human) methyltransferase inhibition | O96028 | AID 743445 | inhibition, % at 12.5 µM | 0.54% of 310,000 active | NSD2 peptide methylation, AlphaScreen, 120 min; in the data active means inhibition above about 50%
Target sequence (O96028 whole entry, looked up): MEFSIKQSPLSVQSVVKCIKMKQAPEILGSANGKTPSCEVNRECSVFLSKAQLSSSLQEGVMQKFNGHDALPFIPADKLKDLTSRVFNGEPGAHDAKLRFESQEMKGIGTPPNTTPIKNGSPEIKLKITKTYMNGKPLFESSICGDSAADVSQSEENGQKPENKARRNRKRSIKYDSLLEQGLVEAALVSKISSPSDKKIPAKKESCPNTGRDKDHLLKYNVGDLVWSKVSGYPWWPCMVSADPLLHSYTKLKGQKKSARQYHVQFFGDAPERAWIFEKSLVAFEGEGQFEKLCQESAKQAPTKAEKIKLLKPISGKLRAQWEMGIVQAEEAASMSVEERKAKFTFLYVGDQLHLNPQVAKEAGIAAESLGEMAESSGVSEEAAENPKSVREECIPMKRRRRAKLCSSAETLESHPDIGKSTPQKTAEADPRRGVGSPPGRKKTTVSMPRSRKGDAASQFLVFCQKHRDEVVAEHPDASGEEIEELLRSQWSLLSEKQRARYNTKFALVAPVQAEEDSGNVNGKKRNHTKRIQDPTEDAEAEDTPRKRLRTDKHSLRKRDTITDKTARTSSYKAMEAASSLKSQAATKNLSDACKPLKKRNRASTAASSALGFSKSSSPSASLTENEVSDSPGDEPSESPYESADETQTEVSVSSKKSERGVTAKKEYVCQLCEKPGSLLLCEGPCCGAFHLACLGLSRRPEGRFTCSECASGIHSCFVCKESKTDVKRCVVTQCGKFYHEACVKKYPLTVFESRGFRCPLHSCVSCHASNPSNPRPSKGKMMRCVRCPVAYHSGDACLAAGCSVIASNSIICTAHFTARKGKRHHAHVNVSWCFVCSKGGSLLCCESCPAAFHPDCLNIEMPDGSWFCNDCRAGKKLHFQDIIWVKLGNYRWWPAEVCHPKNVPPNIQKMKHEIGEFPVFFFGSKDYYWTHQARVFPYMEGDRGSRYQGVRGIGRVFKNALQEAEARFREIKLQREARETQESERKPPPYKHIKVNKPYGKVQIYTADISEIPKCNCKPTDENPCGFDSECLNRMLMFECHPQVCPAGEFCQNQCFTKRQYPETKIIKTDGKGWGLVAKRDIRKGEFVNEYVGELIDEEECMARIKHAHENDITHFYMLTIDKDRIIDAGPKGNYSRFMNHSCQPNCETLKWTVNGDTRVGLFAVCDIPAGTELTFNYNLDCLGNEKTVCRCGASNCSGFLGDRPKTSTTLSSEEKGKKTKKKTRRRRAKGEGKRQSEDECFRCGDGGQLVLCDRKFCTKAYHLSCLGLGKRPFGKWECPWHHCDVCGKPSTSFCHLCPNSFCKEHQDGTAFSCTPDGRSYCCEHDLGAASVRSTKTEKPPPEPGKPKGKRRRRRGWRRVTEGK
An asterisk follows results filed as active. These rows are one share of the data; rates above refer to the full screens.

NSD2 HMT inh | SMILES
9.1 | Cc1ccc(Nc2nc(N)nc(N)c2N=O)cc1C
5.5 | COc1ccc(-c2cnc3c(NC=O)cc(-c4ccoc4)cn23)cc1OC
-2.2 | CC1(C(=O)NS(=O)(=O)Cc2cccc(Cl)c2)CCN1C(=O)Cc1cccs1 (stereo not drawn)
22.7 | Cc1cccc(OCCNc2ncccc2[N+](=O)[O-])c1
-1.2 | CCc1nc2ccc(C(=O)N3CCN(C(=O)c4ccco4)CC3)cn2c1N(C)C(=O)C1CCCCC1
-0.3 | COC(=O)C1=C(C)N(Cc2ccc(C(F)(F)F)cc2)C(=NCc2ccc(C(F)(F)F)cc2)NC1c1cccc(F)c1 (stereo not drawn)
3.2 | CN(C)C(=O)N1CCN(C(=O)[C@H]2O[C@@H](n3ccc(N)nc3=O)[C@H](O)[C@@H]2O)CC1
-2.5 | CC(/C(O)=C(\C#N)c1nc2ccccc2n1C)N1C(=O)c2ccccc2C1=O (stereo not drawn)
2.4 | CCc1nc2ccc(C(=O)Nc3ccc(C(N)=O)cc3)cn2c1N(CCC(C)C)CCN(C)C
1.0 | COc1ccc(NC(=O)c2ccncc2)cc1S(=O)(=O)N1CCCCC1
5.8 | CC1(c2ccc(Cl)cc2)NC(=O)N(CC(=O)Nc2ccc3c(c2)OCO3)C1=O (stereo not drawn)
0.2 | COc1ccc(NC(=O)c2cc(C3CCCCN3C(=O)c3ccc(NC(C)=O)cc3)on2)c(C)c1 (stereo not drawn)
2.1 | CCc1nc2ccc(C(=O)Nc3ccc(NC(C)=O)cc3)cn2c1N(C)CCC(C)C
2.1 | COc1ccc(S(=O)(=O)NC2CC(C)(C)NC(C)(C)C2)c(C)c1C
1.2 | COc1ccc(C2C(C(=O)Nc3cc(OC)ccc3OC)CCC(=O)N2c2ccc(OC)cc2)cc1 (stereo not drawn)
-0.4 | COCCn1c(SCC(=O)Nc2cc(C)on2)nc2c([nH]c3ccccc32)c1=O
-3.1 | O=C(c1ccc(Cl)cc1)C1CCN(c2ncnc3sccc23)CC1
0.4 | COc1cc(-c2coc3c(C(=O)NCc4ccc(OC)c(OC)c4)cccc23)ccc1O
-0.4 | COC(=O)C1=C(C)N(Cc2cccc(C(F)(F)F)c2)C(=NCc2ccc(OC)cc2)NC1c1ccc(Cl)cc1 (stereo not drawn)
-0.1 | CCC(=O)N1CCCC1(C)C(=O)Nc1cccc(Oc2ccccc2)c1 (stereo not drawn)
-0.8 | O=C(c1ccc([N+](=O)[O-])s1)N1CCN(c2ncccn2)CC1
-1.7 | CCCCCCc1cc2cc(-c3nnc(-c4cccc(OC)c4)o3)c(=O)oc2cc1O
24.9 | CCOc1ccc(NS(=O)(=O)c2ccc(C(=O)NCC(c3ccco3)N3CCCCC3)cc2)cc1 (stereo not drawn)
-0.5 | O=c1[nH]c(=O)n(C2OC(CO)C(O)C2O)c2c1CCCC2 (stereo not drawn)
0.4 | Cc1ccc(-c2nnc(SCC(=O)Nc3ccc(Oc4ccccc4)cc3)n2Cc2ccco2)cc1

An excerpt from above in order of the NSD2 HMT inh value, highest first:
NSD2 HMT inh | SMILES
9.1 | Cc1ccc(Nc2nc(N)nc(N)c2N=O)cc1C
1.2 | COc1ccc(C2C(C(=O)Nc3cc(OC)ccc3OC)CCC(=O)N2c2ccc(OC)cc2)cc1 (stereo not drawn)
0.4 | COc1cc(-c2coc3c(C(=O)NCc4ccc(OC)c(OC)c4)cccc23)ccc1O
-0.8 | O=C(c1ccc([N+](=O)[O-])s1)N1CCN(c2ncccn2)CC1
-2.2 | CC1(C(=O)NS(=O)(=O)Cc2cccc(Cl)c2)CCN1C(=O)Cc1cccs1 (stereo not drawn)

Additional structures follow:
NSD2 HMT inh | SMILES
4.6 | CC(C)CCN(C)C1CCN(C(=O)Nc2ccc3c(c2)OCO3)CC1
6.4 | CCc1csc(CNC(=O)C2CCC(=O)N(Cc3cccc(OC)c3)C2)n1 (stereo not drawn)
-0.1 | CC1(C(=O)NS(=O)(=O)c2ccccc2Cl)CCN1C(=O)c1cccc(F)c1 (stereo not drawn)
-0.8 | Cc1ccc(C)c(CC(=O)N2CCCC(c3cc(C(=O)NCc4ccccc4)no3)C2)c1 (stereo not drawn)
1.6 | O=S(=O)(NN=C1CCCCCCC1)c1ccccc1
0.1 | CCN(CC)C(=O)c1cccc(-c2csc(C(C)(O)c3cccc(F)c3)n2)c1 (stereo not drawn)
-2.9 | CC(C)(C)c1ccc(CC(=O)N2CCC2(C)C(=O)NS(=O)(=O)c2cccc(Cl)c2)cc1 (stereo not drawn)
-0.9 | O=C1C(=O)N(Cc2ccc(-c3ccc(F)nc3)cc2)c2ccc(OC(F)(F)F)cc21
-0.5 | CC(C)N1CCCC(C)(C(=O)Nc2nccc3ccccc23)C1 (stereo not drawn)
0.1 | CCc1nc2c(OCC3COc4ccccc4O3)cccn2c1N(C)C(=O)c1cccs1 (stereo not drawn)
1.2 | ON=Cc1ccnc2ccccc12
-6.8 | CCn1c(SCC(=O)N2CCC(C)CC2)nc2c([nH]c3ccccc32)c1=O
-1.2 | O=C(Nc1cccc(Cl)c1)ON1CCCCC1
-1.7 | COc1cc(NC(=O)c2cc(-c3ccc(F)cc3OC(C)C)n[nH]2)cc(OC)c1OC
-1.8 | CC1(C(=O)O)CCCN1C(=O)c1ccccc1OC(F)(F)F (stereo not drawn)
-1.8 | COc1ccc(NC(=O)c2cc(-c3cc(F)ccc3OC(C)C)n[nH]2)c(OC)c1
2.8 | COCCNc1nc(NCCCN(C)C)c2sccc2n1
-5.8 | COc1cc2ccc(C(C)=O)cc2cc1OC
0.4 | CCCCN(C=O)c1c(CC)nc2c(OCCOc3ccc(F)cc3)cccn12
6.4 | CCc1nc2ccc(C(=O)Nc3ccc(OC)c(OC)c3)cn2c1N(C)Cc1nccs1
-1.8 | COc1cc(OC)nc(Nc2nc(CN)cs2)n1
-2.2 | Nn1c(SCC(=O)N2CCOCC2)nnc1-c1cc(-c2ccc(Cl)cc2)n[nH]1
-0.6 | CC(OC(=O)c1cccnc1Cl)C(=O)NC1CCCCC1 (stereo not drawn)
-3.1 | Cc1nc(C(F)(F)F)ccc1C(=O)N1CCC1(C)C(=O)NS(=O)(=O)c1ccc(C#N)cc1 (stereo not drawn)
-1.5 | COc1ccccc1CNc1nc2cc(-c3ccccc3C)sc2c(=O)n1C
-1.5 | O=[N+]([O-])c1ccc2c([N+](=O)[O-])ccc3c2c1CC3
0.0 | O=c1[nH]c2cc(Cl)cc([N+](=O)[O-])c2c2ccc(Cl)cc12
-3.5 | Nn1c(SCC(=O)Nc2ccc(Br)cn2)nnc1-c1n[nH]c2c1CCC2
0.7 | Cn1cnc(S(=O)(=O)N2CCCCC2c2cc(C(=O)Nc3ccccc3Cl)no2)c1 (stereo not drawn)
-10.5 | CCOc1cccc(-c2nn3c(-c4cccc(C)c4)nnc3s2)c1
1.9 | CC(=O)Nc1cc(-c2cccc(N)c2)cn2c(-c3ccccc3)cnc12
1.3 | CCn1c(SCC(=O)Nc2cccc3ccccc23)nnc1-c1cccs1
0.0 | Cc1nc(SCC(=O)N2CCNC2=O)c(C#N)c(C)c1C
0.0 | COc1ccc(Cl)cc1CC1(C)C(=O)Nc2ccc(-c3ccccc3OC)cc21 (stereo not drawn)
5.9 | CC1CCC(NC(=O)c2ccc(Br)o2)CC1 (stereo not drawn)
4.1 | CN(C)c1ccc(-c2ccnc3c2CC(C)(C(=O)NCc2ccncc2)O3)cc1 (stereo not drawn)
-2.0 | O=C(NC(c1ccc(Cl)cc1)c1cnccn1)C1CCN(Cc2cccc(C(F)(F)F)c2)CC1 (stereo not drawn)
-0.3 | Cn1c(=O)c2cc(NC(=O)Nc3cccnc3)ccc2n1Cc1ccc(Cl)cc1
10.4 | NC(=O)N1CCN(CCCN2c3ccccc3Sc3cc(Cl)ccc32)CC1
-0.7 | CC1CCCC(C)N1C(=O)c1ccccc1 (stereo not drawn)
-1.6 | Cc1ccc(S(=O)(=O)N2[C@H](CC(=O)c3ccc(Cl)c(Cl)c3)OC[C@@H]2C)cc1
-0.8 | CC1CCCCC1NC(=O)CSc1ncnc2sccc12 (stereo not drawn)
1.6 | COc1ccc(-c2nnc(SCC(=O)N/N=C\C=C/c3ccco3)n2-c2ccc(C)cc2)cc1
-2.4 | O=C(NCCc1ccccc1)OCc1cn(-c2ccccc2Cl)nn1
-3.2 | O=[N+]([O-])c1ccc(S(=O)(=O)NCC(c2ccc3c(c2)OCO3)N2CCOCC2)cc1 (stereo not drawn)
0.3 | O=C(CCl)N1c2ccccc2Sc2ccc3ccccc3c21
3.3 | CC(C)c1ccc(C(=O)N2CCCC(c3cc(C(=O)Nc4ccccc4Cl)no3)C2)cc1 (stereo not drawn)
-2.0 | O=C(NCc1cccs1)C1CCCN(S(=O)(=O)c2ccc([N+](=O)[O-])cc2)C1 (stereo not drawn)
2.0 | NC(=O)c1cccc(Nc2nc(C(N)C3CCCCC3)cs2)n1 (stereo not drawn)
-1.3 | CCOC(=O)CNC(=O)CSc1nc2ccccc2c(=O)n1-c1ccc(Cl)cc1

Remaining list, next part.
NSD2 HMT inh | SMILES
-3.1 | Cc1ccc(S(=O)(=O)N(CC(=O)NC2CCC(C)CC2)c2cc(C)cc(C)c2)cc1 (stereo not drawn)
3.2 | CN(C)CCCOc1ccc(-c2cccc3nncn23)cn1
-5.9 | C#Cc1cccc(Nc2nc(NCc3ccccc3OC)nc3ccsc23)c1
-2.6 | Cc1cc(C)cc(CC(=O)N2CCC2(C)C(=O)NS(=O)(=O)c2cccc(OC(F)F)c2)c1 (stereo not drawn)
0.8 | Cc1ccc(S(=O)(=O)N2CCC(C(=O)N3CCCCCCC3)CC2)cc1C
-0.9 | Cc1ccc(NC(=O)C2(C)CCCN2C)cc1C (stereo not drawn)
-2.2 | C#CC(c1ccccc1)(c1ccccc1)n1ccnc1
2.8 | COc1cccc(-c2cnc3c(NC(C)=O)cc(-c4cc(OC)c(OC)c(OC)c4)cn23)c1
-4.9 | c1ccc2c(C3OCC4(CCCC4)CO3)cccc2c1
0.1 | CC1(C(=O)Nc2ccc3c(c2)OCO3)CCN1C(=O)CCc1cccs1 (stereo not drawn)
9.1 | C1C2CC3C1C3C2=NN=C1C2CC3C(C2)C13
-3.8 | O=C(CN1CCN(c2nc(-c3ccccc3)cs2)CC1)Nc1ccc(Cl)cc1
-0.8 | CC(=O)Nc1ccc(-c2ccnc3c2CC(C(=O)NCCc2ccccc2)O3)cc1 (stereo not drawn)
-0.8 | Cc1ccc(S(=O)(=O)CCOC(=O)CNC(=O)OCc2ccccc2)cc1
22.2 | O=c1[nH][nH]c2c([N+](=O)[O-])ccc(F)c12
-0.7 | Cc1ccc(-n2c(SCC(=O)Nc3ccc(S(=O)(=O)Nc4cc(C)nc(C)n4)cc3)nnc2-c2ccc(C(C)(C)C)cc2)cc1
-4.1 | Cc1ccc(-c2cc3nc(NCCc4ccncc4)n(C)c(=O)c3s2)cc1
4.5 | COc1ccc(CCN(Cc2cccs2)S(=O)(=O)c2ccc(C)c(C)c2)cc1OC
-1.5 | COc1ccc(NC(=O)Nc2nnc([C@@H]3C[C@H](O)[C@@H](CO)O3)s2)cc1
-1.2 | CC1(C(=O)NS(=O)(=O)c2ccc(Br)cc2)CCN1C(=O)CCc1ccccc1 (stereo not drawn)
-2.4 | COc1ccc(-c2csc(C(C)(O)c3ccc(F)c(F)c3)n2)cc1 (stereo not drawn)
-1.9 | O=[N+]([O-])c1cccc(CON=Cc2cc(Cl)ccc2O)c1
-4.7 | CCCC1CCC2(CC1)CCC2OC(=O)Nc1cccc(Cl)c1 (stereo not drawn)
14.9 | CN1CCN(c2ccc(CNC(=O)c3ccc(-c4cnn(C)c4)c4ccoc34)cc2)CC1
6.2 | COc1cccc(C(NC(C)=O)c2nc(-c3cccc4cccnc34)cs2)c1 (stereo not drawn)

Reprinted at random: two compounds from above.
NSD2 HMT inh | SMILES
-4.7 | CCCC1CCC2(CC1)CCC2OC(=O)Nc1cccc(Cl)c1 (stereo not drawn)
-3.8 | O=C(CN1CCN(c2nc(-c3ccccc3)cs2)CC1)Nc1ccc(Cl)cc1

More records follow:
NSD2 HMT inh | SMILES
0.1 | CC(C)CCNC(=O)[C@H]1COC(O)([C@H](Cc2ccccc2)NC(=O)[C@@H](NC(=O)OCc2ccccc2)C(C)C)CN1C (stereo partly drawn)
0.3 | O=C(Nc1ccccc1)c1cc(C2CCCN(C(=O)OCc3ccccc3)C2)on1 (stereo not drawn)
25.4 | COc1ccc(C=Nn2c(-c3ccc(F)cc3)n[nH]c2=S)c(OC)c1OC
27.4 | O=c1ccc2nc3ccccc3sc-2c1
-6.0 | O=C(NC(c1ccccc1)c1ccsc1)C1CCN(CCOc2ccc(Cl)cc2Cl)CC1 (stereo not drawn)
-2.6 | O=c1cc(N2CCN(c3cccc(Cl)c3Cl)CC2)[nH]c(=O)n1C1CCCCC1
-0.8 | CC(=O)Nc1ccc(CN(C)c2c(C)nc3ccc(C(=O)N4CCN(C(C)=O)CC4)cn23)cc1
0.8 | COc1cc(C=NNC(=O)C(=O)Nc2cccc(Cl)c2)cc(OC)c1O
-1.2 | CC1(C(=O)Nc2cccnc2)Cc2c(-c3ccccc3)ccnc2O1 (stereo not drawn)
-0.9 | CC(C)(C)c1ccc(-c2nnc(SCC(=O)Nc3ccc(Oc4ccccc4)cc3)n2Cc2ccco2)cc1
2.0 | Cc1cc(=O)[nH]c(SCC(=O)Nc2ccc(Cl)cc2)n1
-1.9 | CC1(C(=O)NCCC(F)(F)F)Cc2c(-c3ccccc3)ccnc2O1 (stereo not drawn)
0.2 | Cc1ccc(C)c(N2N=C(C(=O)OCc3nnc(-c4ccccc4Br)o3)CCC2=O)c1
-1.2 | Cc1onc(-c2c(F)cccc2Cl)c1C(=O)Nc1cccc(S(=O)(=O)N2CCCCC2)c1
-1.2 | Cc1c(C(=O)NNC(=O)c2ccccc2O)oc2ccccc12
0.9 | COC(=O)c1ccccc1NC(=O)CSc1nc2ccsc2c(=O)n1Cc1ccc(C(=O)O)cc1
14.7 | CCc1nc2ccc(C(=O)N(CC)CCN(C)C)cn2c1N(C)C(=O)c1cccc(OC)c1
-0.9 | OCC(CO)N[C@H]1C[C@](O)(CO)[C@@H](O)[C@H](O)[C@H]1O
13.4 | CCCNC(=O)C1(C)CCN(Cc2ccc(Cl)c(Cl)c2)C1 (stereo not drawn)
1.8 | CCOC(=O)Cc1ccc(Nc2nc(NCCOC)nc3ccsc23)cc1
